# All columns: NCI-60 one-dose screen, growth in % after 48 h at 10 µM unless noted; 100 = growth as untreated, 0 = no growth, -100 = all killed.
# RXF 393: RXF 393 renal cancer cells; 77,000 compounds, 6.9% hits; AID 1794773
# 786-0: 786-0 renal cancer cells | AID 1794775 | 81,000 compounds, 5.1% hits
# CAKI-1: CAKI-1 renal cancer | 75,000 compounds, 4.7% hits | AID 1794772
# TK-10: TK-10 renal cancer cells | 81,000 compounds, 3.9% hits
# NCI-H460: NCI-H460 lung cancer; AID 1794736; 82,000 compounds, 6.8% hits
# ACHN: ACHN renal cancer; 81,000 compounds, 4.9% hits
# NCI-H522: NCI-H522 lung cancer. 78,000 compounds, 8% hits
# NCI-H322M: NCI-H322M lung cancer. 80,000 compounds, 2.7% hits. AID 1794733
# UO-31: UO-31 renal cancer. AID 1794768. 81,000 compounds, 5.2% hits
# * = called active by the depositor; . = not tested or not shown; & = joins results of further samples; [ ] = remark or other dose. The calls were made as follows: active = growth percent below 10; inactive = the rest.
Structure	RXF 393	786-0	CAKI-1	TK-10	NCI-H460	ACHN	NCI-H522	NCI-H322M	UO-31
COc1c(O)cc2oc3cc(O[C@H]4O[C@H](CO)[C@H](O)C(O)C4O)c(CC=C(C)C)c(O)c3c(=O)c2c1CC=C(C)C (stereo partly drawn)	104	104	.	104	110	110	80	103	83
CCOC(=O)c1sc2ccc(N)cc2c1NC(=O)c1cc(OC)c(OC)c(OC)c1	96	102	99	135	101	86	79	101	78
CC(=O)c1cc2c(N)c(C(=O)Nc3ccccc3Cl)sc2nc1C	111	97	.	105	98	111	92	99	89
CCOC(=O)c1c(N)oc2c(-c3ccccc3)c3c(C(=O)OCC)c(N)oc3cc12	99	95	92	109	104	101	92	99	91
CN(C)c1ccc(C(=O)C(O)c2ccccc2Cl)cc1 (stereo not drawn)	111	89	85	101	104	94	.	96	67
Nc1nc(N)c2[nH]c(=S)[nH]c2n1	114	111	103	124	108	98	90	121	81
CCOC(=O)CCC(NC(=O)c1ccc(NS(=O)(=O)c2ccc(C)cc2)cc1)C(=O)OCC (stereo not drawn)	96&104	103&95	98&69	96&104	102&107	109&106	95	95&90	88
Cc1c(-c2cnc3ccc(Cl)cc3c2C(=O)O)nnn1-c1ccc([N+](=O)[O-])cc1	115	106	97	101	113	104	91	101	81
N#Cc1c(CCCO)c(C#N)c2nc3ccccc3n2c1N	116	106	95	110	106	98	93	98	76
CC(C)CCn1cnc2c(SCC(=O)O)nc(N)nc21	106	103	91	103	105	105	99	104	96
Cc1cccc(C)c1Nc1n[nH]c(=S)s1	102	103	102	105	109	100	82	101	87
COC(=O)N[C@H]1CCc2cc(OC)c(OC)c(OC)c2-c2ccc(SC)c(=O)cc21	22	14	17	47	2.0*	25	-18*	30	45

# In another format: 3 of the compounds above
# Second line of a record – RXF 393, 786-0, CAKI-1, TK-10, NCI-H460, ACHN, NCI-H522, NCI-H322M, UO-31
> Cc1cccc(C)c1Nc1n[nH]c(=S)s1
  102, 103, 102, 105, 109, 100, 82, 101, 87
> COc1c(O)cc2oc3cc(O[C@H]4O[C@H](CO)[C@H](O)C(O)C4O)c(CC=C(C)C)c(O)c3c(=O)c2c1CC=C(C)C (stereo partly drawn)
  104, 104, ., 104, 110, 110, 80, 103, 83
> N#Cc1c(CCCO)c(C#N)c2nc3ccccc3n2c1N
  116, 106, 95, 110, 106, 98, 93, 98, 76

# 4 of these compounds in another layout.
> CCOC(=O)CCC(NC(=O)c1ccc(NS(=O)(=O)c2ccc(C)cc2)cc1)C(=O)OCC (stereo not drawn)
  RXF 393 = 96&104
  786-0 = 103&95
  CAKI-1 = 98&69
  TK-10 = 96&104
  NCI-H460 = 102&107
  ACHN = 109&106
  NCI-H522 = 95
  NCI-H322M = 95&90
  UO-31 = 88
> Cc1c(-c2cnc3ccc(Cl)cc3c2C(=O)O)nnn1-c1ccc([N+](=O)[O-])cc1
  RXF 393 = 115
  786-0 = 106
  CAKI-1 = 97
  TK-10 = 101
  NCI-H460 = 113
  ACHN = 104
  NCI-H522 = 91
  NCI-H322M = 101
  UO-31 = 81
> N#Cc1c(CCCO)c(C#N)c2nc3ccccc3n2c1N
  RXF 393 = 116
  786-0 = 106
  CAKI-1 = 95
  TK-10 = 110
  NCI-H460 = 106
  ACHN = 98
  NCI-H522 = 93
  NCI-H322M = 98
  UO-31 = 76
> CC(C)CCn1cnc2c(SCC(=O)O)nc(N)nc21
  RXF 393 = 106
  786-0 = 103
  CAKI-1 = 91
  TK-10 = 103
  NCI-H460 = 105
  ACHN = 105
  NCI-H522 = 99
  NCI-H322M = 104
  UO-31 = 96

# (listing goes on)
Structure	RXF 393	786-0	CAKI-1	TK-10	NCI-H460	ACHN	NCI-H522	NCI-H322M	UO-31
CCOC(=O)c1cnc2cccc(C(=O)OCC)c2c1-c1ccccc1	68	97	94	105	100	99	87	103	92
COc1ccc(/C=C/c2nc3ccccc3c(=O)n2-c2ccc(C#Cc3ccccc3)cc2C)cc1	94	92	73	100	76	99	88	84	65
COc1ccc(-c2nc3ccc(-c4nnc(SCC(=O)Nc5ccc(C(C)=O)cc5)o4)cc3[nH]2)cc1OC	118	108	95	116	106	106	101	109	92
O=C(CSc1nc2ccccc2c(=O)n1-c1ccccc1)c1cc2c(ccc3ccccc32)oc1=O	99	100	92	105	101	92	77	99	76
OC(CO/N=C/c1ccc(OC(F)F)c(OC2CCCC2)c1)CN1CCOCC1 (stereo not drawn)	97	96	89	103	101	101	89	103	86
COc1cc(-c2nc(-c3ccc(-c4nc5ccccc5[nH]4)cc3)no2)cc(OC)c1OC	63	81	91	116	89	86	61	104	65
CC(=O)Nc1cc(C)cc(C)c1	.	99	100	.	107	96	104	92	79
CCOc1cccc(/C=C2\N=C(c3ccccc3)OC2=O)c1	100	102	98	97	108	113	88	86	81
CC(=O)OC[C@]12CC[C@@H](C)[C@H](C)[C@H]1[C@]13O[C@H](/C1=N\O)[C@@H]1[C@@]4(C)CCCNC(C)(C)[C@@H]4CC[C@@]1(C)[C@]3(C)CC2	86	82	47	123	97	93	86	91	76
CC(Nc1c(C#N)cnc2ccc(-c3cncc(O)c3)cc12)c1ccccc1 (stereo not drawn)	-25*	-1.5*	7.1*	-13*	0.4*	3.1*	-43*	-37*	-9.5*
COC(=O)c1cccc2c([N+](=O)[O-])c(NC(C)=O)cc(C(=O)OC)c12	104&111	107&102	84&89	115&109	105&105	107&101	94	94&106	80
O=C1NC(c2ccccc2)(c2ccccc2)C(=O)N1CCN1CCCCC1	106	105	97	100	104	106	111	106	75
O=C(O)c1cn(C2CC2)c2cc(N3CCN(C(=O)CCCN4C(=O)S/C(=C\c5ccc([N+](=O)[O-])cc5)C4=O)CC3)c(F)cc2c1=O	52	86	81	66	108	100	.	108	59
Cc1ccc(NC(=O)COc2ccc(/C=N/Nc3nc4ccccc4s3)cc2)cc1	128	106	93	135	100	99	96	103	70
CCC(=O)Oc1ccc(C(C)(C)C)cc1	103	102	101	96	104	108	96	108	98
CC1(C)CC[C@]2(C(=O)NCCCNCCCCN)CC[C@]3(C)C(=CC[C@@H]4[C@@]5(C)CCC(=O)C(C)(C)[C@@H]5CC[C@]43C)[C@@H]2C1	.	88	97	104	87	94	87	102	83
c1ccc(/C(=N/c2sc(-c3ccccc3)nc2-c2ccccc2)N2CCN(c3ccccc3)CC2)cc1	121	106	92	101	109	106	88	103	85
COC1=CC(C)C2CC3OC(=O)CC4C(C)=C(OC)C(=O)C(C2(C)C1=O)C34C (stereo not drawn)	119	100	101	102	113	106	.	107	61
COc1ccc(CCN2C(=O)/C(=C/c3ccc(C4Oc5ccccc5C5CC(c6ccccc6)=NN54)cc3)SC2=S)cc1 (stereo not drawn)	107	106	90	104	110	102	96	108	81
COc1cc(CNc2oc(-c3ccccc3)c(-c3ccccc3)c2C#N)cc(CN2CCCC2)c1O	111	105	108	94	105	92	97	104	73
CC(=O)c1ccc(N=Nc2c(N)nc(N)[nH]c2=O)cc1	101	106	90	108	131	93	82	91	76
Oc1ccc(C2OCCO2)c2cccnc12	77	98	105	95	68	67	93	92	45
Cc1ccc2c(n1)C(=O)C(Oc1ccc(C(F)(F)F)cc1)=CC2=O	95	104	99	110	98	70	63	96	92
CCOC(=O)/C(C#N)=C1/NNC(=Nc2cccnc2)S1	110	98	97	102	99	100	85	105	92
N/C(=N\C(N)=N\c1nc2ccccc2s1)c1ccnc(Br)c1	16	32	25	82	16	28	9.9*	97	33
Cc1c(/C=C2\Oc3ccc(Cl)cc3C2=O)c(=O)n(-c2ccccc2)n1C	123	103	90	116	111	101	93	116	95
CCOC(=O)c1cc(C(C)=O)c2cc(C)ccn12	106	95	93	86	103	108	96	92	90
C[Si](C)(C)N1C(=O)c2ccccc2C1=O	.	108	105	124	111	100	115	112	100
CC1(C)CC2(C)OC2C2(C1)N=NC(=Nc1ccccc1)O2 (stereo not drawn)	-1.3*	36	57	14	79	21	15	103	21
CCn1c(Cc2ccccc2Nc2c(Cl)cccc2Cl)nnc1SCC(=O)NN1C(=O)/C(=C/c2cc(OC)c(O)c(OC)c2)SC1=S	13	26	37	70	22	59	-1.6*	42	60
OC(CNCc1ccccc1)Cn1c2ccccc2c2ccccc21 (stereo not drawn)	123	92	104	107	107	104	140	100	88
O=C(Cn1c(/C=C/c2ccc([N+](=O)[O-])cc2)nc2ccccc2c1=O)Nc1ccccc1	27	47	57	95	53	48	79	67	90
CCOC(=O)C(C(C)=O)c1nc2sc3cc(Cl)ccc3n2c(=N)c1C#N (stereo not drawn)	51	85	92	157	96	109	95	105	76
COc1ccc(/C=C/c2nc(Nc3cccc(C(C)=O)c3)c3ccccc3n2)cc1	.	98	48	97	79	72	78	61	65
C=CCSc1nc2ccccc2cc1/C=N/O	69	100	75	108	90	88	76	81	59
NNC(=O)NO	115	99	106	94	105	105	86	93	70
N#Cc1cc(-c2nc3ccccc3[nH]2)c(N)[nH]c1=O	107	95	94	97	100	93	88	114	76
CC1=CN2C(=NC3=C(CCCC/C3=C\c3ccc(Br)cc3)C2c2ccc(Br)cc2)S1 (stereo not drawn)	93	96	97	.	104	104	.	96	92
COc1ccc(-n2ncc3c2CCc2cc(S(=O)(=O)c4ccccc4)c(=O)[nH]c2-3)cc1	104	92	89	118	106	103	114	.	92
CCOC(=O)N1CCN(CCCCCOc2ccc(CC(C)(C)C)cc2Cl)CC1	78	76	64	96	60	81	57	98	72
CCCCOC(=O)c1cc2c3ccccc3oc(=O)c2c2nc3ccccc3n12	102	101	85	131	102	93	86	100	58
COC(=O)c1[nH]cc2c1[C@]1(CNc3ccc(Cl)cc31)c1[nH]c3ccc(Cl)cc3c1-2	81	86	66	92	83	75	67	82	49
CCCCn1c(N)c(N(CC)C(=O)c2ccc(Cl)cc2)c(=O)[nH]c1=O	.	97	128	100	105	104	82	80	87
O=[N+]([O-])c1cccc([I+]c2ccccc2)c1	72	71	46	68	18	63	50	77	44
COc1ccc(C2C=C(c3ccc(Cl)c(Cl)c3)N=C3SC(C)=CN32)cc1 (stereo not drawn)	83	91	96	93	101	103	77	99	77
CC1=CSC2=NC(c3ccc(N)cc3)=CC(c3ccc(Cl)cc3)N12 (stereo not drawn)	106	97	96	91	103	97	97	94	72
Cn1ccnc1C(=O)/C=C/c1ccc(C(=O)Nc2ccccc2O)cc1	22	9.9*	27	107	8.8*	10	60	45	33
O=C(/C=C\c1ccccc1)CCN1CCCCC1	110	105	121	98	105	97	88	104	73
C/C(=N\NC(=O)c1sc(=S)n(-c2ccc(Cl)cc2)c1N)c1cnccn1	79	90	.	96	75	76	82	.	81
COc1cc(C(=O)C(=O)c2cc(OC)c(O)c(OC)c2)cc(OC)c1O	104	103	105	96	101	98	90	94	99
Cc1cc(N=Nc2c(O)c3ccccc3[nH]c2=O)ccc1N=Nc1ccc(C(=O)N(C)C)cc1	113	111	83	95	110	86	98	94	77
Nc1cc(Br)cc2c1[nH]c(=O)c1ccccc12	103	101	82	104	93	102	98	109	81
CCCN1CCN(C(=S)SC(SC(=S)N2CCN(CCC)CC2)C(=O)c2nnn(-c3ccc([N+](=O)[O-])cc3)c2C)CC1	110	111	81	131	98	97	54	100	72
O=C(O)Cn1c(O)c(/C=C2/C=c3cc4c(cc3=NC2=O)OCCO4)sc1=S	117	108	99	110	118	119	103	101	90
Cc1cc2c(C(C)C)c(O)c(O)c(C=NCc3ccoc3)c2c(O)c1-c1c(C)cc2c(C(C)C)c(O)c(O)c(C=NCc3ccco3)c2c1O	59	62	54	46	26	25	35	45	36
Cc1cc(C)c(C#N)c(OCc2cccc(Cn3c(C)cc(C)c(C#N)c3=O)n2)n1	.	81	101	87	108	102	91	92	75
Oc1ccc(CNNc2ccnc3c(O)cccc23)c2cccnc12	60	39	.	31	12	15	13	48	24
COC(=O)c1c(C(=O)c2ccccc2)nnn1-c1cccc(C(F)(F)F)c1	96	92	67	134	92	94	79	92	.
COc1ccc2c(c1)N(CCO)C1=C(C(=O)OC1)C2c1ccccc1 (stereo not drawn)	2.2*	38	15	45	9.3*	49	-25*	42	47
C#CCOC(=O)c1cc2c3ccccc3oc(=O)c2c2nc3ccccc3n12	110	106	81	130	99	97	85	99	57

# Next structures.
Structure	RXF 393	786-0	CAKI-1	TK-10	NCI-H460	ACHN	NCI-H522	NCI-H322M	UO-31
O=C(COc1cccc2cccnc12)Nc1ccc(C(=O)/C=C/c2cccs2)cc1	102	95	83	119	102	94	86	95	69
O=S(=O)(Nc1ccc(-c2ccc(NS(=O)(=O)c3ccccc3)cc2)cc1)c1ccccc1	69	82	46	60	42	42	33	77	37
O=S1(=O)N=C2Sc3ccccc3N2c2ccncc21	110	92	80	127	120	113	119	106	93
C=C(C)[C@@H]1CC[C@]2(C(=O)OC)CC[C@]3(C)[C@H](CC[C@@H]4[C@@]5(C)CC/C(=N\OC(C)=O)C(C)(C)[C@@H]5CC[C@]43C)[C@@H]12	.	93	79	82	90	92	79	103	72
O=C(O)C12C3CCC(O3)C1(C(=O)O)C1CCC2O1 (stereo not drawn)	109	99	93	.	109	107	.	113	85
CC(=O)c1ccc(NC(=O)CNNc2nc3ccccc3c(=O)n2-c2ccccc2)cc1	100	106	99	109	93	98	84	100	79
CCCSc1nc(Oc2ccccc2/C=C2/SC(=O)NC2=O)c(C#N)c(-c2ccc(OC)cc2)n1	98	106	93	122	98	100	99	98	74
CCOc1ccc(NC(=O)NCc2ccco2)cc1	107	97	115	115	106	95	135	108	100
CC(C)S(=O)(=O)c1oc(-c2cccs2)nc1S(=O)(=O)c1ccccc1	123	98	95	97	104	99	98	99	91
O=C(Nc1ccc2c(c1)-c1ccccc1C2)C1CC(=O)N(c2ccc3c(c2)OCO3)C1 (stereo not drawn)	57[50 µM]	31[50 µM]	61[50 µM]	61[50 µM]	33[50 µM]	64[50 µM]	77[50 µM]	56[50 µM]	98[50 µM]

# Bioassay records (PubChem)
